Source: PubChem BioAssay
TEAD-YAP inh: TEAD-YAP interaction inhibition. 1.4% of 640,000 active. HEK-TIYL cells, TEAD-Gal4/YAP UAS-luciferase luminescence. inhibition, % at 9.12 µM; in the data active = inhibition above about 32%;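 also: 0% = median of test compound wells and 100% = reference inhibitor wells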
MITF inh: inhibitors of human MITF. AlphaScreen MITF homodimerization, bead proximity signal. inhibition, % at 2.6 µM. 0.91% of 650,000 active; in the data active = inhibition above about 50%;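 also: 0% = vehicle wells with protein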
Target sequence (O75030 whole entry, looked up): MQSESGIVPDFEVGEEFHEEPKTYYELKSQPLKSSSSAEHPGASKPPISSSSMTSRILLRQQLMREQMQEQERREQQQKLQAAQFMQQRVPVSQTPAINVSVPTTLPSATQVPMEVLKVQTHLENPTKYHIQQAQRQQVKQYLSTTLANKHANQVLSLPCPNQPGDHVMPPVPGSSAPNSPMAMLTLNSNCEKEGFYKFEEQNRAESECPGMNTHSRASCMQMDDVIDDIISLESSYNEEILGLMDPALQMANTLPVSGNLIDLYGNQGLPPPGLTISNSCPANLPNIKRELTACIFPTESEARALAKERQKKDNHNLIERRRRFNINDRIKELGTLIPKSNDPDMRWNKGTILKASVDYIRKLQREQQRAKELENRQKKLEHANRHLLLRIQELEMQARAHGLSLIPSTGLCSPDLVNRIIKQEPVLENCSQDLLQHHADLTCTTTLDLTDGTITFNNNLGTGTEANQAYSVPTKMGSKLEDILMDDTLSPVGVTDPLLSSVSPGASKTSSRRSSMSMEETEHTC
GPR151 activ: human GPR151 activation; Q8TDV0; PathHunter beta-arrestin GPR151 cells, luminescence; activation, % at 11.2 µM; 1% of 650,000 active; in the data active = activation above about 4.9%;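 also: 0% = median of compound wells and 100% = cells with positive control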
Target sequence (Q8TDV0 whole entry, looked up): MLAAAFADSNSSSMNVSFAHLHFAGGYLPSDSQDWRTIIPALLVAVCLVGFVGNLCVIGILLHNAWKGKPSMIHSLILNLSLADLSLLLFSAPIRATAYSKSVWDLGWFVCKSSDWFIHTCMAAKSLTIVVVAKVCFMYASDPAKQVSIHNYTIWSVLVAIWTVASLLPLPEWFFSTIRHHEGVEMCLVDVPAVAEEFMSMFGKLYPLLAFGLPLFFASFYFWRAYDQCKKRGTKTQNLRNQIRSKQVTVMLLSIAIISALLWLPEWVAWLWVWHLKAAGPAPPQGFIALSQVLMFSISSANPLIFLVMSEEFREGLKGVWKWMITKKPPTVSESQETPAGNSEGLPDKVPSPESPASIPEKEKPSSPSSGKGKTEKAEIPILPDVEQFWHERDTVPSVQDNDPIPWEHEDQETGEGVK
FBW7 activator: activators of human E3 ligase FBW7; Q969H0; AlphaScreen FBW7–phospho-cyclin E peptide binding, activator screen; normalized activity (activation), % at 26.1 µM; 0.13% of 650,000 active; in the data active = normalized activity above about 1.9%;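 also: purified mutant Fbw7 with reduced substrate affinity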
An asterisk follows results filed as active. This is a random part of the collection; 3.5% or so of the library scored in one or more.

Assay codes – A = TEAD-YAP inh; B = MITF inh; C = GPR151 activ; D = FBW7 activator
1: NCCNC(=O)c1c(NC(=O)c2ccccc2)sc2c1CCCC2
  A: -12	B: 6	C: -0.2	D: 0.0
2: CC(C)N1CCC(N2CCN(Cc3ccc4nonc4c3)CC2CCO)CC1 (stereo unspecified)
  A: -4	B: 14	C: 1.3	D: 0.0
3: O=C(O)C12CC3CC(CC(C(=O)O)(C1)C3(F)F)C2(F)F
  A: 4	B: 16	C: 0.8	D: 0.0
4: S=C(N/N=C/C(Br)=C/c1ccccc1)Nc1cccnc1
  A: -14	B: 10	C: 1.6	D: -0.1
5: Cn1c(=O)c2c(nc(Oc3ccc(Oc4ncc(Cl)cc4Cl)cc3)n2Cc2cc3c(cc2Cl)OCO3)n(C)c1=O
  A: 4	B: -1	C: -0.3	D: 0.0
6: Cc1cccc(OCC(=O)Nc2ccc(N3CCN(C(=O)C(C)C)CC3)cc2)c1
  A: 5	B: 8	C: 0.3	D: 0.2
7: O=C(c1ccc(Br)cc1)N1CCN(c2cccc(Cl)c2)CC1
  A: -5	B: 6	C: -0.8	D: 0.0
8: CCCCNS(=O)(=O)c1cc2c3c(c1)CC(=O)N3CCC2
  A: 7	B: 6	C: 0.2	D: 0.9
9: CCc1c(C)sc2ncn3c(=O)n(CC)nc3c12
  A: -8	B: 6	C: -0.5	D: -0.1
10: Cc1ccc(C(=O)N2N=C3c4ccccc4S(=O)(=O)N3[C@H]2N(C)C)cc1
  A: 7	B: -7	C: 1.1	D: -0.1
11: Cc1ccc(NC(=O)Cn2nnc(-c3ccccc3NC(=O)C3CC3)n2)cc1
  A: 9	B: 2	C: 0.0	D: -0.1
12: COCCn1c(=NC(=O)c2cc(Cl)ccc2[N+](=O)[O-])sc2cc(OC)c(OC)cc21
  A: -5	B: -10	C: 1.0	D: 0.0
13: Cc1ccc(CNC(=O)C23CC4CC(CC(C4)C2)C3)cc1
  A: 0	B: -16	C: 0.3	D: -0.1
14: COc1ccc(CN2CCC(CNC(=O)CCn3nc(C)cc3C)CC2)cc1
  A: -9	B: -1	C: 1.8	D: 0.2
15: Cc1ccc(CN2CCN(CC(=O)NC3CCCCCCC3)C2=O)cc1
  A: -3	B: -18	C: 0.6	D: -0.1
16: O=c1c2c(nc3nc(COc4ccccc4)[nH]n13)CCC2
  A: -22	B: -8	C: -0.3	D: 0.3
17: CC(=O)c1ccc(NC(=O)C2Cc3ccccc3C(=O)O2)cc1 (stereo unspecified)
  A: -6	B: 7	C: 1.7	D: 0.1
18: Cc1c(C(=O)Nc2ccc(F)c(Cl)c2)sc2ncn(CC(=O)Nc3ccc(C(C)C)cc3)c(=O)c12
  A: 8	B: 8	C: -0.3	D: 0.1
19: Cc1cccc(NC(=O)c2sc3nc(C)cc(C)c3c2N)c1
  A: 4	B: 12	C: -1.2	D: 1.4
20: CCOc1ccc2c(c1)O/C(=C\c1ccc(C(=O)OC)cc1)C2=O
  A: -12	B: -2	C: 1.1	D: 0.1
21: O=C(Cn1ncn2nc(-c3ccco3)cc2c1=O)NCc1ccccc1Br
  A: -8	B: -5	C: -0.5	D: -0.3
22: Cc1cccc(OCCn2c(-c3ccc(Cl)cc3)nc3ccccc3c2=O)c1C
  A: 4	B: 20	C: -1.0	D: -0.1
23: CCCOC(=O)COc1ccc2c(=O)c(Oc3cc(C)c(Cl)c(C)c3)coc2c1
  A: -9	B: -9	C: -0.1	D: 0.0
24: COc1ccc(C2NC(=S)NC(C)=C2C(N)=O)cc1Br (stereo unspecified)
  A: -8	B: 5	C: 0.4	D: -0.1
25: O=C1c2ccccc2S(=O)(=O)N1CCBr
  A: -7	B: -1	C: 1.5	D: 0.1
26: CCn1c(=O)n(CC(=O)Nc2ccc(OC)cc2OC)c(=O)c2ccccc21
  A: -5	B: 10	C: -0.6	D: 0.0
27: C=CCn1c(SCC(=O)Nc2sc3c(c2C(=O)OCC)CCCCC3)nc2sc(-c3ccccc3)cc2c1=O
  A: -3	B: -4	C: 6.3*	D: -0.2
28: CC1=C(C(=O)Nc2ccc(C)cc2C)C(c2ccc(Br)cc2)n2nnnc2N1 (stereo unspecified)
  A: 2	B: 5	C: 0.3	D: 0.0
29: CN(C)c1ccc(/C=C2/C(=O)NN(c3ccc(F)cc3)C2=O)cc1Br
  A: 4	B: 18	C: -0.2	D: 0.1
30: COc1ccc(CN2CCNC(=O)C2CC(=O)N(C)C2CCN(C)CC2)cc1OC (stereo unspecified)
  A: -1	B: -20	C: 0.1	D: -0.1
31: CC(=O)c1ccc(F)c(-c2cc(C)cc3c2OC(CNC(=O)c2csc(C)n2)C3)c1 (stereo unspecified)
  A: 11	B: -71	C: 2.1	D: -0.8
32: Cc1ccc(OCC(O)CN2CCc3ccccc3C2)c(C)c1 (stereo unspecified)
  A: 5	B: 9	C: -0.4	D: 0.1
33: CC(C)C(C)NC(=O)COc1ccc(S(=O)(=O)N2CCOCC2)cc1[N+](=O)[O-] (stereo unspecified)
  A: 12	B: 0	C: 2.3	D: 0.4
34: CCC1=NN2C(=N)/C(=C/c3cc(I)c(OCCOc4ccc(C)cc4)c(OC)c3)C(=O)N=C2S1
  A: -11	B: -3	C: -1.5	D: 0.3
35: COc1ccc(C(=O)Nc2cc(C)ccc2O)c(OC)c1
  A: -52	B: 6	C: 1.3	D: 0.1
36: Cc1cc(NC(=O)c2cnc3ccccc3n2)on1
  A: -39	B: 11	C: 3.2	D: -0.2
37: CC1Oc2ccccc2C=C1/C=C(\NC(=O)c1ccccc1)C(=O)N1CCOCC1 (stereo unspecified)
  A: 7	B: 6	C: -1.0	D: 0.1
38: CN(C(=O)Cn1cc(NC(=O)CCOc2ccccc2)cn1)C1CCOC1 (stereo unspecified)
  A: -6	B: 10	C: 0.0	D: 0.1
39: COC(=O)c1ccccc1NC(=O)CNC(=O)Cn1cnc2ccccc2c1=O
  A: 4	B: 15	C: -0.5	D: 0.3
40: O=C(N/N=C/c1ccccc1F)c1ccc(O)cc1
  A: -3	B: -1	C: 0.6	D: -0.1
41: Cc1ccc(-c2cnn3c(NCc4ccccn4)ccnc23)cc1
  A: -47	B: 18	C: -0.3	D: -0.6
42: O=C1c2ccccc2C(O)N1COc1cccc(F)c1 (stereo unspecified)
  A: -14	B: -10	C: 2.9	D: 0.0
43: CCOc1ccc(-n2nc(C(=O)NCCCN(C)Cc3ccccc3)c3ccccc3c2=O)cc1
  A: -2	B: 21	C: -1.3	D: 0.4
44: O=C(NCc1ccccc1)C(=O)Nc1ccc(Br)cc1
  A: -8	B: 4	C: -0.4	D: 0.0
45: CCn1c(CCCCCNC(C)=O)nc2ccccc21
  A: 1	B: -12	C: 0.4	D: -0.3
46: O=C(c1nc2ccccn2c1CN1CCN(CC2CC2)CC1)N1CCOCC1
  A: 10	B: 6	C: -1.5	D: 0.1
47: Cc1nc(-c2cccc(NS(=O)(=O)c3ccc(Cl)cc3)c2)cs1
  A: -10	B: 0	C: -1.7	D: 0.0
48: CCn1c(C)c(C)n2c3c(=O)n(CC(C)=O)c(=O)n(C)c3nc12
  A: 3	B: 4	C: -0.9	D: -0.1
49: CNC(=O)COC(=O)c1cnc(Cl)c(Cl)c1
  A: 6	B: 9	C: -0.7	D: 0.1
50: CC(C)OCC1CC(CC(=O)NC(=S)Nc2ccc(Cl)cn2)C(=O)O1 (stereo unspecified)
  A: 2	B: -5	C: -0.5	D: -0.2

Next entries follow:
Assay codes – A = TEAD-YAP inh; B = MITF inh; C = GPR151 activ; D = FBW7 activator
51: CCCCOC(=O)CSc1nnc(-c2ccc(N(C)C)cc2)o1
  A: 41*	B: -11	C: 1.5	D: -0.1
52: Cc1ccc(N(CCCCN2C(=O)c3ccccc3C2=O)C(=O)c2ccc(S(=O)(=O)N(C)C)cc2)cc1
  A: 1	B: 2	C: -1.3	D: 0.0
53: COc1cccc(/C=C2\N=C(c3ccccc3Cl)OC2=O)c1OC
  A: 4	B: 10	C: -1.0	D: 0.4
54: CCN1CCN(CCNC(=O)c2ccc3c(=O)n(CCc4ccccc4)c(=O)[nH]c3c2)CC1
  A: -1	B: 21	C: 0.6	D: 0.1
55: CC1CCN(S(=O)(=O)c2cccc(C(=O)NC3CCCCCC3)c2)CC1
  A: 0	B: 4	C: 0.2	D: 0.0
56: O=C(Nc1ncc(Cc2ccccc2Cl)s1)c1cccc2ccccc12
  A: 35*	B: -15	C: -0.6	D: -0.1
57: O=C1NC(=S)S/C1=C/c1ccc(Oc2cnccn2)cc1
  A: 2	B: 12	C: -0.3	D: 0.3
58: CCN1CCN(C(=O)NCc2ccccc2)CC1
  A: 3	B: 2	C: 0.0	D: -0.1
59: O=S1(=O)N=C2CCCCCN2C(c2ccccc2OCc2ccccc2)N1 (stereo unspecified)
  A: 3	B: 5	C: 1.5	D: 0.0
60: N#C/C(=C\c1ccc(-c2cccc(C(=O)O)c2)o1)C(=O)Nc1ccccc1
  A: -62	B: 4	C: 2.4	D: -0.1
61: Cc1ccc(C(=O)NN2C(=O)C3C(C2=O)C2C=CC3C23CC3)cc1 (stereo unspecified)
  A: 0	B: 1	C: -0.5	D: -0.1
62: c1ccc2c(c1)OCC(c1nn3c(Cn4nnc5ccccc54)nnc3s1)O2 (stereo unspecified)
  A: 13	B: 29	C: -1.2	D: 0.4
63: c1ccc(Oc2ccccc2-c2cnc(NCc3cccnc3)c3nccn23)cc1
  A: -21	B: -10	C: -0.1	D: -0.2
64: O=C(NN=C1CCN(Cc2ccccc2)CC1)c1cc(Br)ccc1O
  A: -14	B: 1	C: -1.5	D: -0.1
65: CCN(CC)c1ccc(NC(=O)CSc2nncn2C)cc1
  A: -4	B: -10	C: 0.2	D: -0.2
66: CC1(C)C=C(c2ccc(O)cc2O)CC(C)(C)N1
  A: 4	B: -17	C: -0.1	D: -0.1
67: COc1cc(C=O)ccc1OC(=O)c1ccccc1I
  A: -3	B: -8	C: 0.7	D: 0.1
68: CC(=O)c1cccc(NC(=O)C(=O)NCc2ccncc2)c1
  A: -3	B: -11	C: 0.0	D: -0.3
69: Cc1cccc(OCC(=O)NCCN=C2NS(=O)(=O)c3ccccc32)c1
  A: -2	B: 14	C: 0.5	D: -0.2
70: C=CCn1c(CN(C)Cc2ccco2)nnc1SCc1cccc(F)c1
  A: 6	B: -2	C: -0.1	D: 0.1
71: Cc1sc2nc(SCC(=O)Nc3ccc(C(=O)O)cc3)n(C(C)C)c(=O)c2c1C
  A: -3	B: 13	C: -1.7	D: 0.1
72: NC(=O)C1CCN(C(=O)Cn2cccc2C(=O)c2ccccc2)CC1
  A: -3	B: 2	C: 1.8	D: -0.1
73: COc1ccc([N+](=O)[O-])cc1NC(=O)CC(C)C
  A: -2	B: 6	C: -0.1	D: -0.1
74: O=Cc1cccc(-c2ccc(Oc3ccccc3N3CCOCC3)nc2)c1
  A: 26	B: 6	C: 0.6	D: -0.5
75: COC(=O)CC1C(=O)NCCN1C(=S)NC(=O)c1ccco1 (stereo unspecified)
  A: 4	B: 11	C: 0.9	D: 0.1

Some of these compounds in order of length of the SMILES, ascending:
Assay codes – A = TEAD-YAP inh; B = MITF inh; C = GPR151 activ; D = FBW7 activator
51: CCCCOC(=O)CSc1nnc(-c2ccc(N(C)C)cc2)o1
  A: 41*	B: -11	C: 1.5	D: -0.1
75: COC(=O)CC1C(=O)NCCN1C(=S)NC(=O)c1ccco1 (stereo unspecified)
  A: 4	B: 11	C: 0.9	D: 0.1
52: Cc1ccc(N(CCCCN2C(=O)c3ccccc3C2=O)C(=O)c2ccc(S(=O)(=O)N(C)C)cc2)cc1
  A: 1	B: 2	C: -1.3	D: 0.0

The listing picks up; the 3 compounds before the break are reprinted first.
Assay codes – A = TEAD-YAP inh; B = MITF inh; C = GPR151 activ; D = FBW7 activator
73: COc1ccc([N+](=O)[O-])cc1NC(=O)CC(C)C
  A: -2	B: 6	C: -0.1	D: -0.1
74: O=Cc1cccc(-c2ccc(Oc3ccccc3N3CCOCC3)nc2)c1
  A: 26	B: 6	C: 0.6	D: -0.5
75: COC(=O)CC1C(=O)NCCN1C(=S)NC(=O)c1ccco1 (stereo unspecified)
  A: 4	B: 11	C: 0.9	D: 0.1
76: CN(CC(=O)Nc1ccc2c(c1)OCO2)S(=O)(=O)c1cccs1
  A: -31	B: 12	C: -0.7	D: 0.0
77: CC1=CC(C)(C)N(C(=O)CN2C(=O)CCC2=O)c2ccc(C)cc21
  A: -7	B: 1	C: -0.8	D: 0.2
78: CCCNc1ccnc(Nc2cccnc2)n1
  A: -21	B: 6	C: -0.9	D: -0.1
79: O=C(O)CC1S/C(=N/N=C/c2ccc(-c3ccc(Cl)cc3[N+](=O)[O-])o2)NC1=O (stereo unspecified)
  A: 3	B: 12	C: -0.6	D: -0.3
80: COc1ccc(C(=O)Nc2cc(Cl)ccc2Cl)cc1N
  A: -28	B: -10	C: 1.1	D: 0.0
81: CC1Cc2ccccc2N1C(=S)Nc1cccnc1 (stereo unspecified)
  A: -6	B: -12	C: -0.2	D: 0.1
82: COc1cc(OC)c(OC)cc1/C=N/NC(=O)CC1C(=O)NN=C1C (stereo unspecified)
  A: 13	B: 66*	C: 0.3	D: 0.0
83: CC1=C(C(=O)Nc2ccc(F)cc2F)C2(CCC(C)CC2)OC1=O (stereo unspecified)
  A: -7	B: 4	C: -0.8	D: 0.0
84: Cc1ccc(Nc2c(-c3ccccc3)c(=O)c2=O)cc1Cl
  A: 6	B: -6	C: -1.7	D: 0.0
